# LMPTP block: blocks human LMPTP phosphatase; P24666; AID 651560; inhibition, % at 20 µM; actives 0.22% (n = 360,000); recombinant LMPTP-A, OMFP fluorogenic substrate, fluorescence intensity;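 active = compounds that cut the enzyme signal by at least half of the control window in the single-dose screen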;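 note: plate controls were DMSO wells with enzyme plus substrate for no effect and substrate without enzyme for full effect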
#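 Test system – LMPTP-A phosphatase enzyme · Quantity – 0.625 nM LMPTP-A final · Reagent – OMFP substrate, 400 µM final · Dosing – one test concentration per compound, 20 µM, with 3% DMSO overall · Timing – 50 min enzyme reaction at room temperature, protected from light · Detection – fluorescence intensity · Controls – substrate-only low control, DMSO enzyme-plus-substrate high control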
# DNMT1 block: blocks human DNA methyltransferase DNMT1; DNMT1 molecular beacon, Hinp1I cleavage, fluorescence; inhibition (reported as % activation of signal), % at 10 µM; actives 0.83% (n = 360,000); AID 588458; in the data active = inhibition above about 50%
# STEP inh: STEP (human) phosphatase inhibition. recombinant STEP, OMFP fluorogenic substrate, fluorescence. inhibition, % at 20 µM. actives 0.25% (n = 360,000). AID 588621;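 active = inhibition at 20 µM, scaled per plate between control wells, above about 37%, limit read from the data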;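 note: 0% = DMSO with enzyme and substrate and 100% = substrate only without enzyme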
# Target sequence (P54829 whole entry, looked up): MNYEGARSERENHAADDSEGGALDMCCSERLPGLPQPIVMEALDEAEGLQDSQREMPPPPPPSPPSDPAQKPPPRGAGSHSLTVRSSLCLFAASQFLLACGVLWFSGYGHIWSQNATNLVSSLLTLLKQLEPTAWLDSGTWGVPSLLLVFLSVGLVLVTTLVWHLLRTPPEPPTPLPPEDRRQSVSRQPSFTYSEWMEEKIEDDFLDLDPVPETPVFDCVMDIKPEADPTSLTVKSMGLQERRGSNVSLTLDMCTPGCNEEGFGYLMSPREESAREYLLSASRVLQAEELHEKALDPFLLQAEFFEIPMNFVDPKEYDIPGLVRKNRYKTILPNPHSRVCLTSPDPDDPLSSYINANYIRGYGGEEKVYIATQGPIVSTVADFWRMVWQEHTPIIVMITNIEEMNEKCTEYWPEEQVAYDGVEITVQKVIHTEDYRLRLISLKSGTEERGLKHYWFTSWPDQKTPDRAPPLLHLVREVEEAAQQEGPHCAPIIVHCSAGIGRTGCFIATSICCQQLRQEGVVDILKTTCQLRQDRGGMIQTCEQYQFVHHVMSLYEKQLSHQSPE
#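 medium = Bis-Tris buffer pH 6.0, 2.5 mM DTT, 0.005% Tween 20 | test system = STEP (striatal-enriched tyrosine phosphatase) enzyme, cell-free | measure = normalized % inhibition | compound dosing = 20 µM, 1% DMSO | also added = 25 µM OMFP | schedule = reaction 20 min, ambient temperature | measured by = fluorescence read at 480 nm ex / 540 nm em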
# NadD block: inhibitors of Staphylococcus aureus NadD. purified NadD enzyme, colorimetric absorbance read-out. inhibition, % at 20 µM. actives 0.78% (n = 360,000). AID 602399; in the data active = inhibition above about 26%; note: some compounds past the cut are filed as inactive
# SKN-1 block: blocks SKN-1 activity in C. elegans; inhibition, % at 21.8 µM; actives 0.49% (n = 360,000); C. elegans VP596 Pgst-4::GFP/RFP ratio, acrylamide-induced, 24 h;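 active = interference check ratio from 0.5 to 1.5 plus GFP to RFP signal ratio inhibition reaching or exceeding a fixed threshold, cut at about 30% in these data, passing the limit was not always enough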; note: some compounds called inactive have numbers as strong as hits
# MT1-MMP act inh: blocks activation of human MT1-MMP. P50281. HT1080 RFP-PRO-GFP cells, GFP/RFP ratio fluorescence, overnight; percent of plate control window, DMSO zero. GFP/RFP ratio change, % at 20 µM. actives 0.061% (n = 360,000);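 active = GFP/RFP ratio change of at least 30% with cell ATP level not reduced by more than half and red fluorescence within 50% of control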; note: strong numbers were not always called active
#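 Assay system – RFP-PRO-GFP reporter HT1080 cells · Compound dosing – single dose of 20 µM compound, 1% DMSO final · Incubation – overnight compound exposure at 37 °C · Measure – GFP/RFP fluorescence ratio · Benchmarks – DMSO wells and RFP-L50D-GFP cells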
# SUMO1 PPI mod: modulators of human SUMO1-mediated protein-protein interactions; SUMO1 binding to a labelled peptide, TR-FRET, 1 h; inhibition, % at 20 µM; P63165; actives 0.33% (n = 360,000); in the data active = inhibition above about 37%
# Target sequence (P63165 whole entry, looked up): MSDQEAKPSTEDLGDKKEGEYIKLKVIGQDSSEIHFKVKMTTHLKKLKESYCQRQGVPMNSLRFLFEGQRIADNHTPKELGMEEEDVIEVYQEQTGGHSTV
# CendR NRP1 mod: modulators of CendR peptide binding to human neuropilin-1. O14786. FAM-RPARPAR peptide binding to NRP-1, fluorescence polarization. inhibition, % at 25 µM. actives 0.85% (n = 360,000). AID 602438;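 active = inhibition or corrected inhibition above about 18%, plus a signal ratio from 0.5 to 1.5, limit read from the data, passing the limit was not always enough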; note: strong numbers were not always called active
# Rpn11 inh: Rpn11 (human) deubiquitinase inhibition | human 26S proteasome, Ub4-pepOG fluorescence polarization; 20S core pre-blocked with epoxomicin | calls only at 20 µM | O00487 | actives 0.59% (n = 360,000);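 active = inhibition at 20 µM, scaled to each plate's controls, above about 33%, limit read from the data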
# Target sequence (O00487 whole entry, looked up): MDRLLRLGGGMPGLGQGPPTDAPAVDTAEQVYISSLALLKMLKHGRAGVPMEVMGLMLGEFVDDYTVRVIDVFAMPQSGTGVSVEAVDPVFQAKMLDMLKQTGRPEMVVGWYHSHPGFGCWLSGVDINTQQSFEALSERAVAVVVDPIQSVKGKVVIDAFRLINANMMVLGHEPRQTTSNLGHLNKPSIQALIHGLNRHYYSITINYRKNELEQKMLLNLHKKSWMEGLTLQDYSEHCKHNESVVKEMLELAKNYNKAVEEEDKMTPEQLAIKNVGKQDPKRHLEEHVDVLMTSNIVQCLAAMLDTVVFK
# Scp-1 inhibitor: inhibitors of human Scp-1 phosphatase; AID 493091; Q9GZU7; Recombinant Scp1, phosphopeptide, malachite green phosphate absorbance; actives 0.88% (n = 340,000); inhibition, % at 20 µM;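 active = inhibition above about 50% at 20 µM, limit read from the data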;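 note: plate controls were DMSO wells with enzyme for no effect and wells lacking enzyme for full effect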
#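 Material – SCP-1 phosphatase catalytic domain, residues 76-261 · Buffer or medium – Acidic Tris acetate buffer with magnesium and detergent · Also added – Phospho 17-mer peptide substrate · Compound – single 20 µM dose, 1% DMSO · Times – 45 min room-temperature reaction, 5 min colour, 30 min stabiliser · Technique – Phosphate-binding colour reagent, absorbance read at 630 nm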
# Numbers without * were called inactive; i = inactive; nt = not tested or not shown.
# Below each compound – LMPTP block	DNMT1 block	STEP inh	NadD block	SKN-1 block	MT1-MMP act inh	SUMO1 PPI mod	CendR NRP1 mod	Rpn11 inh	Scp-1 inhibitor
> O=C(CCSCc1ccccc1Cl)N1CCN(c2ccccn2)CC1
 : 2.4	-5	-2	-3	-25	0	1	-3	i	-2
> Cc1cc(C(=O)Nc2sccc2C#N)c2ccccc2n1
 : 7.7	-14	3	7	7	1	18	-68	i	-1
> O=C(c1cccc([N+](=O)[O-])c1)N1CCN(c2ccc(N3CCOCC3)nn2)CC1
 : -2.3	2	1	2	19	6	-20	-2	i	-7
> N#Cc1ccccc1S(=O)(=O)N1CCN(C(=O)CN2C(=O)NC3(CCCC3)C2=O)CC1
 : -0.8	-1	-2	-3	-3	-3	4	6	i	3
> CN(CC(=O)Nc1ccc(Cl)c(C(F)(F)F)c1)C(=O)c1ccccc1SCC(=O)N1CCCC1
 : -7.3	-13	0	-2	-22	3	-74	-4	i	-8
> Cc1ccc(C2=NNC(c3cccc(F)c3)S2)cc1 (stereo not given)
 : 7.3	5	2	-7	35	-2	0	8	i	-8
> Cc1cccc(-c2nc(CS(=O)CC(=O)NC(C)CCc3ccccc3)c(C)o2)c1 (stereo not given)
 : 0.4	0	-1	3	8	-6	4	15	i	5
> Cc1c(NC(=O)c2cc(-c3ccc(Br)cc3)on2)c(=O)n(-c2ccccc2)n1C
 : 0.4	-1	0	8	-5	-2	0	-8	i	1
> Cc1ccc(OCC(=O)NNC(=O)c2ccoc2C)c(Br)c1
 : 0.2	-1	0	-5	12	2	0	-4	i	-7
> CN(Cc1ccccc1)S(=O)(=O)c1ccc(NC(=S)NC(=O)C2CCCCC2)cc1
 : 1.6	-5	2	4	6	-1	-3	10	i	-4
> COc1ccc(N2CC(NS(=O)(=O)c3ccc4ccccc4c3)CC2=O)cc1OC (stereo not given)
 : -0.5	1	2	-5	3	1	-4	-3	i	-5
> C/C(=N/NC(=O)Nc1ccccc1)c1ccc(C)cc1
 : 0.0	1	2	0	8	nt	-3	13	i	3
> CCC(=O)N1CCN(c2ccccc2NC(=O)Cc2ccccc2)CC1
 : -0.9	-3	-4	2	-4	2	1	-4	i	25
> O=C(O)C1=C[C@H](c2ccc3c(c2)OCO3)C[C@H](OCc2ccc(CO)cc2)O1
 : 0.6	-1	-1	0	11	1	1	7	i	7
> CC(=O)c1c(C)[nH]c(C2=NNC(=NCc3ccccc3)SC2)c1C
 : -0.8	-26	0	11	9	4	-6	2	i	5
> O=C1C=C(OCc2ccccc2)CN1
 : 0.7	0	-1	4	-4	3	-2	-1	i	-2
> O=C(CCC(=O)N1CCOc2ccc(Cl)cc21)NCc1ccccc1
 : -0.2	2	9	-1	-2	-3	16	4	i	-7
> CC(=O)Nc1ccc(NC(=O)C(C)N2CCN(S(=O)(=O)c3ccc(C)cc3)CC2)cc1 (stereo not given)
 : -1.5	-6	-4	-5	-6	-4	-1	-9	i	4
> CCN(CC(=O)Nc1ccc(NC(C)=O)cc1)C(=O)c1n[nH]c(=O)c2ccccc12
 : -0.5	0	0	1	-8	-2	5	7	i	-4
> CC(=O)N1CCc2c(sc3c2c(=O)n(-c2ccccc2)c(=O)n3Cc2ccccc2Cl)C1
 : -1.3	4	1	3	7	3	-14	0	i	5

# Part of the list above in order of length of the SMILES, rising.
# Below each compound – LMPTP block	DNMT1 block	STEP inh	NadD block	SKN-1 block	MT1-MMP act inh	SUMO1 PPI mod	CendR NRP1 mod	Rpn11 inh	Scp-1 inhibitor
> O=C1C=C(OCc2ccccc2)CN1
 : 0.7	0	-1	4	-4	3	-2	-1	i	-2
> C/C(=N/NC(=O)Nc1ccccc1)c1ccc(C)cc1
 : 0.0	1	2	0	8	nt	-3	13	i	3
> Cc1cccc(-c2nc(CS(=O)CC(=O)NC(C)CCc3ccccc3)c(C)o2)c1 (stereo not given)
 : 0.4	0	-1	3	8	-6	4	15	i	5
> CC(=O)N1CCc2c(sc3c2c(=O)n(-c2ccccc2)c(=O)n3Cc2ccccc2Cl)C1
 : -1.3	4	1	3	7	3	-14	0	i	5

# The results go on:
# Below each compound – LMPTP block	DNMT1 block	STEP inh	NadD block	SKN-1 block	MT1-MMP act inh	SUMO1 PPI mod	CendR NRP1 mod	Rpn11 inh	Scp-1 inhibitor
> Cc1cn([C@H]2C[C@H](O)[C@@H](CNCc3ccc(N4CCN(C)CC4)cc3F)O2)c(=O)[nH]c1=O
 : -1.1	1	0	3	-6	8	-3	-6	i	nt
> CC(C)CCOc1ccc(Cl)cc1CN1CCOCC1
 : 0.1	4	-3	-7	3	1	0	6	i	-4
> CC1CCC(NC(=O)COC(=O)CNC(=O)c2ccc3ccccc3c2)CC1 (stereo not given)
 : -0.2	-5	-1	-8	6	2	-7	6	i	-5
> COc1ccccc1N(CC(=O)NCCN1CCOCC1)S(=O)(=O)c1ccc(C)cc1
 : -0.9	4	0	-3	13	-2	0	6	i	-2
> CC12CN3CC(C)(CN(C1)C3c1cc(Br)ccc1O)C2=O (stereo not given)
 : 0.9	2	-1	-2	-4	-2	0	-13	i	-2
> COc1ccc(OC)c(CNC(=O)CCNC(=O)Cn2ccc3ccccc3c2=O)c1
 : -1.6	2	3	-6	-4	2	-6	13	i	1
> Cc1cc(O)c(-c2cc(C(=O)Nc3sc4c(c3C(=O)NCc3ccco3)CCC4)[nH]n2)cc1C
 : 1.6	-6	-2	36*	9	1	1	-8	i	43
> CN(C)P(=NC(=O)COc1ccc(Cl)cc1Cl)(N(C)C)N(C)C
 : 0.2	0	0	-1	-1	-5	3	2	i	5
> COc1ccnc(CSC(N)=Nc2ccccc2OC)c1
 : 1.0	1	35*	3	1	0	-2	6	i	-2
> CCOC(=O)N1CCN(Cc2nc3c(c(=O)[nH]c(=O)n3C)n2CCCc2ccccc2)CC1
 : 0.1	2	1	3	8	-2	4	-8	i	-8
> O=C(NC1CCN(c2ncccn2)CC1)c1ccccc1Cl
 : -0.9	4	0	-6	4	1	2	11	i	-14
> O=C(Nc1sc2c(c1C(=O)O)CCCC2)c1cccs1
 : -0.3	-2	4	-6	13	1	3	-16	i	-11
> COc1cc2c(cc1OC)C(Nc1ccccc1)=NC(C)(C)C2
 : -0.4	0	0	-1	2	-7	1	15	i	-4
> CN(CC(=O)Nc1ccccc1Br)C(=O)c1ccccc1Cc1ccccc1
 : -0.5	3	0	-9	-2	0	-4	-12	i	1
> COCCCNC(=O)C(C#N)c1nc2ccccc2nc1N1CCN(Cc2ccccc2)CC1 (stereo not given)
 : 3.5	-12	3	-9	-14	-8	-1	130	i	4
> CCCNC(=O)c1cc(C2CCCCN2C(=O)c2cc(OC)c(C)c(OC)c2)on1 (stereo not given)
 : -1.2	6	-3	-1	-3	0	-1	-16	i	nt
> C#CCn1cnc2c(oc3ccccc32)c1=O
 : -1.0	4	2	1	4	-12	0	1	i	-5
> CCC(c1nnnn1Cc1ccco1)N(CCc1ccccc1)Cc1cc2cccc(C)c2[nH]c1=O (stereo not given)
 : 0.5	-6	0	12	13	-12	-2	-7	i	-3
> Cc1ccc(NC(=O)COc2cccc3c2OC(C)(C)C3)c(O)c1
 : -0.5	-5	-1	-6	0	4	3	-8	i	-10
> CCOc1nc(Nc2cc(Cl)ccc2OC)nc(OCC)n1
 : -1.8	11	-17	-6	-8	-3	2	-3	i	-3
> Cc1ccc(C)c(NC(=O)C2CC(=O)N(C3CCCCC3)C2)c1 (stereo not given)
 : -0.7	-1	-1	0	-20	-3	2	-12	i	4
> Cc1ncn(C23CC4CC(CC(O)(C4)C2)C3)n1
 : -0.5	-3	1	4	14	7	0	1	i	0
> O=C(NC(=S)Nc1ccc(N2CCOCC2)cc1)c1ccc2c(c1)OCCO2
 : 2.4	-8	2	-3	10	-4	0	12	i	-3
> Cc1cc(NC(=O)CSc2nc(=O)cc(N)n2-c2ccc(C)c(C)c2)no1
 : -1.6	2	0	-4	-9	-3	0	8	i	1
> Cc1ccc(-n2c(N)c(C(=O)Nc3c(C)n(C)n(-c4ccccc4)c3=O)c3nc4ccccc4nc32)cc1
 : 3.7	-15	7	4	8	7	0	0	i	0
> COc1cc(/C=N/Nc2nc(C)nc3c2cnn3-c2ccccc2)ccc1O
 : 4.7	-16	-4	9	13	-1	32	-6	i	6
> CCOC(=O)C(NC(=O)CC)(Nc1ccc(S(N)(=O)=O)cc1)C(F)(F)F (stereo not given)
 : -0.4	-84	2	-5	-4	0	6	14	i	-1
> O=S1(=O)CC(N2CCCCC2)CN1Cc1cn(Cc2ccc(C(F)(F)F)cc2)nn1 (stereo not given)
 : -0.9	nt	nt	0	12	3	0	14	nt	nt
> CN(C)C(=O)CCc1ccc2c3c([nH]c2c1)[C@]1(C)[C@@H](C(=O)N2CCOCC2)C[C@H](CC(=O)NCc2ccco2)C(=O)N1CC3
 : 0.1	6	2	8	5	-2	3	-7	i	-1
> O=C(/C=C/c1ccccc1)NCCOc1ccccc1
 : -1.0	15	0	-1	-3	1	-11	6	i	2
> CS(=O)(=O)Nc1cccc(C2=NN(S(C)(=O)=O)C(c3ccc4c(c3)OCO4)C2)c1 (stereo not given)
 : -2.4	-1	-1	0	0	-8	3	-90	i	-1
> C/C(=N\NS(=O)(=O)c1ccc(Cl)cc1)c1ccc(NC(=O)c2ccco2)cc1
 : 1.3	-5	1	2	8	1	4	-15	i	-5
> Cc1ccc(S(=O)(=O)N2CCCCC2CCNC(=O)C(=O)NCC2CCCO2)cc1 (stereo not given)
 : -0.7	-1	-1	-3	16	0	7	-5	i	6
> COc1cc(NC(=O)COC(=O)C2CC2)c(C)cc1[N+](=O)[O-]
 : -0.5	9	-1	-2	1	4	-5	13	i	-2
> O=C(CN1C(=O)COc2ccccc21)NCCCN1CCN(Cc2ccccc2)CC1
 : -1.7	-1	3	-8	24	-1	0	8	i	-5
> O=C1NC(=S)N/C1=C/c1cccn1-c1ccc([N+](=O)[O-])cc1
 : 32	55*	-2	10	7	3	-18	4	i	23
> O=C(NC1CCCC1)c1ccc(COCC(F)(F)F)o1
 : -0.6	-1	-4	-1	3	6	0	7	i	13
> COc1cccc(CNC(=O)CN2C(=O)c3ccccc3S2(=O)=O)c1
 : 0.0	2	0	-1	-3	7	-2	4	i	-3
> CC(NC(=O)CCN1C(=O)c2ccccc2C1=O)c1ccc2c(c1)CCCC2 (stereo not given)
 : 0.5	0	0	0	5	3	4	3	i	-8
> COc1cccc(/C=C2\SC(N3CCC(C)CC3)=NC2=O)c1OC
 : 0.5	1	5	0	20	0	-25	-6	i	-1
> O=C(C1CCC(CNS(=O)(=O)c2cccs2)CC1)N1CCCCC1 (stereo not given)
 : -0.5	5	-6	-10	5	0	1	-4	i	-12
